NFkB transloc pot – enhances IL-1B driven NFkB nuclear translocation; HUVEC IL-1B NFkB p65 nuclear translocation imaging; 0.3% of 94,000 active; activation, % at 2 µM;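 active = activation above 40%, about the mean plus 3 SD, also judged a hit on visual image review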;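 also: percent activation is computed from the nuclear over cytoplasmic p65 intensity ratio; values of inactives mirror those of a sister screen read the other way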
MRP reversal – reverses drug resistance mediated by MRP; H69AR cells + 2 uM doxorubicin, CellTiter-Glo, 72 h; differential viability (reversal), % at 10 µM; 0.04% of 85,000 active;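 active = viability drop by adding the cancer drug above about 55%, with treated viability meeting a 40% cutoff, limit read from the data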;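 also: viability without doxorubicin minus viability with 2 µM doxorubicin for each compound; larger differential means the compound sensitizes cells more to doxorubicin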
PLAP inhibitors HTS – PLAP enzyme inhibitors, biochemical, luminescence, HTS (AID 690); purified PLAP, luminescent substrate; higher % means a stronger effect; one-dose inhibition, % at 20 µM; IC50 in µM for titrated hits; 0.08% of 96,000 active; in the data active = a potency from the dose series; inactive = the rest, 99 in 100 with inhibition below about 30%; also: strong numbers were not always called active
NFkB transloc inh – blocks IL-1B driven NFkB nuclear translocation in HUVEC cells; inhibition, % at 2 µM; HUVEC IL-1B NFkB p65 nuclear translocation imaging; AID 796; 0.43% of 94,000 active;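 active = inhibition above about 30% together with a positive call from visual inspection of the well image, limit read from the data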;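 also: nuclear over cytoplasmic p65 intensity ratio measured by imaging; 0% = IL-1B stimulated DMSO wells and 100% = unstimulated DMSO wells; values of inactives mirror those of a sister screen read the other way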
Bcl-B TR3 displacers – displacers of TR3 peptide from Bcl-B, primary screen, selectivity assay for Bfl-1 inhibitor project, biochemical, fluorescence polarization; one-dose displacement, % at 20 µM; IC50 in µM for titrated hits; FP displacement of FITC-TR3 peptide from Bcl-B; higher % means a stronger effect; 0.11% of 96,000 active; AID 748;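 active = displacement above 50% at 20 µM plus a fluorescence interference ratio under 1.5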;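 also: plate controls were wells without compound for no effect and wells lacking Bcl-B protein for full effect; a part of the inactive calls stands beside numbers as strong as those of hits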
MRP reversal cytotoxicity – also measured in MRP reversal; calls as there; viability, %; H69AR cells, CellTiter-Glo, 72 h; measured here: cytotoxicity without doxorubicin
MRP reversal with doxorubicin – also measured in MRP reversal; calls as there; viability, %; measured here: viability with 2 uM doxorubicin; active compounds read low
NFkB transloc inh cell count 2 µM – recorded beside NFkB transloc inh, whose call it bears; cell count; measured here: cells passing quality filter;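 raw number of nuclei counted in each imaged well without normalization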
NFkB transloc pot cell count 2 µM – second read-out of NFkB transloc pot, no call of its own (marks repeat the call); cell count; measured here: cells passing quality filter
* hit, by the source's call; . = no result given. An excerpt, so the mix of outcomes need not match the whole.

item	SMILES	NFkB transloc pot	NFkB transloc pot cell count 2 µM	MRP reversal	MRP reversal cytotoxicity	MRP reversal with doxorubicin	PLAP inhibitors HTS	NFkB transloc inh	NFkB transloc inh cell count 2 µM	Bcl-B TR3 displacers
1	Cc1cc(C(=O)OCC(=O)NC(C)(C)C)c2ccccc2n1	1	189	17	99	82	-30%	-1	189	-9%
2	Cc1ccccc1-c1nnc(SCc2ccccc2F)o1	-6	89	2	105	103	1%	6	89	3%
3	CN(C)c1nc(-c2ccccc2)c2cnn(Cc3ccccc3)c2n1	-16	95	-47	19	67	15%	16	95	8%
4	Cc1cc(=O)[nH]c(SCC(=O)Nc2cccc3ccccc23)c1C#N	5	181	.	.	.	-50%	-5	181	-3%
5	COc1cc(Cl)ccc1NC(=O)COc1ccccc1C(=O)N1CCN(c2ccc(O)cc2)CC1	11	114	4	57	53	-16%	-11	114	0%
6	Fc1ccc(C2=Nn3c(Cc4ccccc4F)nnc3SC2)cc1	-4	181	2	91	89	14%	4	181	-23%
7	CCOC(=O)C1(C(=O)O)NC(=O)CC1c1ccccc1 (configuration not stated)	-6	147	-5	84	89	-11%	6	147	5%
8	CC(C)(C)c1cc(NC(=O)CCSc2nnc3ccccn23)cc(C(C)(C)C)c1	5	108	15	53	38	.	-5	108	.
9	N/C(=N\OC(=O)N1CCOCC1)c1ccccc1	2	132	.	.	.	11%	-2	132	-10%
10	O=C(NC1CCCCC1)c1cnn2c(C(F)(F)F)cc(-c3ccco3)nc12	5	108	.	.	.	-16%	-6	108	-24%
11	Cc1ccc(-n2c(=O)[nH]c3c(C(N)=O)nc(-c4ccc(C)o4)nc32)cc1	10	138	.	.	.	-60%	-10	138	0%
12	CC1CCN(c2nc3c(c(=O)n(C)c(=O)n3C)n2CCSc2ncccn2)CC1	.	.	12	90	78	-34%	.	.	-7%
13	O=C(OCCN1C(=O)c2ccccc2C1=O)c1cc(S(=O)(=O)N2CCOCC2)ccc1F	-3	106	8	87	79	-11%	3	106	-6%
14	CCCCC(=O)Nc1nnn(CCC)n1	36	142	-3	99	102	14%	-36	142	-13%
15	CC(C)(C)n1nnnc1CN1CCN2CCCC2C1 (configuration not stated)	20	136	12	88	76	-29%	-20	136	-3%
16	CN(C)C(=O)COc1ccc2cc(-c3ccccc3)c(=O)oc2c1	15	175	3	98	95	13%	-15	175	0%

Part of the list above in order of number of heavy atoms, lowest first.
item	SMILES	NFkB transloc pot	NFkB transloc pot cell count 2 µM	MRP reversal	MRP reversal cytotoxicity	MRP reversal with doxorubicin	PLAP inhibitors HTS	NFkB transloc inh	NFkB transloc inh cell count 2 µM	Bcl-B TR3 displacers
14	CCCCC(=O)Nc1nnn(CCC)n1	36	142	-3	99	102	14%	-36	142	-13%
15	CC(C)(C)n1nnnc1CN1CCN2CCCC2C1 (configuration not stated)	20	136	12	88	76	-29%	-20	136	-3%
16	CN(C)C(=O)COc1ccc2cc(-c3ccccc3)c(=O)oc2c1	15	175	3	98	95	13%	-15	175	0%

The list continues:
item	SMILES	NFkB transloc pot	NFkB transloc pot cell count 2 µM	MRP reversal	MRP reversal cytotoxicity	MRP reversal with doxorubicin	PLAP inhibitors HTS	NFkB transloc inh	NFkB transloc inh cell count 2 µM	Bcl-B TR3 displacers
17	COc1ccc(OCC(=O)Nc2ccc(C)cc2)cc1	-13	119	8	114	106	10%	13	119	0%
18	CC(C)CNS(=O)(=O)c1ccc(S(=O)(=O)N2CCCN(Cc3ccccc3)C2)cc1	-1	186	-8	84	92	-11%	1	186	6%
19	COCc1nnc(NC(=O)CCSc2ccccc2)s1	23	151	-6	72	79	-12%	-23	151	6%
20	O=C(Nc1nnc(Cc2ccc(Cl)cc2)s1)c1ccco1	0	42	5	109	104	-23%	0	42	-16%
21	O=C(Nc1nccs1)c1ccc(Cl)cc1[N+](=O)[O-]	9	132	.	.	.	1%	-9	132	-6%
22	CSc1n[nH]c(NC2=CC(=O)CCC2)n1	0	102	23	112	89	-4%	0	102	-4%
23	CC(=O)N1c2c(cc(Br)cc2S(=O)(=O)NCc2ccc3c(c2)OCO3)CC1C (configuration not stated)	.	.	1	75	73	-11%	.	.	-9%
24	FC(F)(F)c1cc(-c2ccco2)nc(NCc2ccco2)n1	1	127	.	.	.	.	-1	127	.
25	O=C(Oc1ccccc1N1C(=O)C2CCCCC2C1=O)c1ccccc1 (configuration not stated)	-9	164	.	.	.	-4%	9	164	-5%
26	O=C(NCCc1ccccc1)C1CCCN(S(=O)(=O)c2cccc3nonc23)C1 (configuration not stated)	8	96	-8	90	99	12%	-8	96	-7%
27	Cn1cnnc1SCC(=O)Nc1sc2c(c1C(N)=O)CCC2	13	91	6	106	100	5%	-10	91	13%
28	Cc1ccc(C(=O)CSc2nnc(CNc3nc(-c4ccccc4)cs3)n2C)cc1	-12	164	1	88	86	-35%	12	164	2%
29	O=C(Nc1ccc2c(c1)OCCO2)C1CCN(S(=O)(=O)c2cccs2)CC1	7	82	-2	83	86	-36%	-7	82	-17%
30	COc1ccc(S(=O)(=O)N2C3CCC2CC(NC(=O)C2CC2)C3)cc1 (configuration not stated)	5	144	-1	94	95	2%	-5	144	-2%
31	COc1ccc(-n2c(-c3cccc(OC)c3)nc(=S)c3c2CCCC3)cc1	0	44	.	.	.	8%	0	44	-2%
32	COc1cccc(N2CCN(c3ncnc4c3[nH]c3ccc(F)cc34)CC2C)c1 (configuration not stated)	-17	109	-3	4	7	-13%	17	109	-4%

Gathered by group: the compounds so far with a tert-butyl group
item	SMILES	NFkB transloc pot	NFkB transloc pot cell count 2 µM	MRP reversal	MRP reversal cytotoxicity	MRP reversal with doxorubicin	PLAP inhibitors HTS	NFkB transloc inh	NFkB transloc inh cell count 2 µM	Bcl-B TR3 displacers
1	Cc1cc(C(=O)OCC(=O)NC(C)(C)C)c2ccccc2n1	1	189	17	99	82	-30%	-1	189	-9%
8	CC(C)(C)c1cc(NC(=O)CCSc2nnc3ccccn23)cc(C(C)(C)C)c1	5	108	15	53	38	.	-5	108	.
15	CC(C)(C)n1nnnc1CN1CCN2CCCC2C1 (configuration not stated)	20	136	12	88	76	-29%	-20	136	-3%

(continued)
item	SMILES	NFkB transloc pot	NFkB transloc pot cell count 2 µM	MRP reversal	MRP reversal cytotoxicity	MRP reversal with doxorubicin	PLAP inhibitors HTS	NFkB transloc inh	NFkB transloc inh cell count 2 µM	Bcl-B TR3 displacers
33	CN1CCN(CCNC(=O)c2cc3c(=O)n(C)c4ccccc4c3n2C)CC1	-3	50	-7	75	82	-33%	3	50	5%
34	Fc1nc(N2CCCC2)c(F)c(Oc2ccccc2Oc2c(F)c(F)nc(N3CCCC3)c2F)c1F	-8	140	.	.	.	9%	8	140	3%
35	COc1ccc(-c2noc(CCCC(=O)Nc3ccc(C(N)=O)cc3)n2)cc1	-10	203	.	.	.	6%	10	203	-1%
36	O=C(Cn1cnc2c(nnn2Cc2ccc(F)cc2)c1=O)N1CCCc2ccccc21	2	67	8	84	76	.	-2	67	.
37	O=C(O)c1ccc(Cl)c(S(=O)(=O)N2CCCCCC2)c1	.	.	-4	97	101	-11%	.	.	5%
38	Cc1ccc2nc3c(cc(C#N)c(=N)n3CC3CCCO3)c(=O)n2c1 (configuration not stated)	.	.	6	79	73	9%	.	.	14%
39	Cc1cc(C)n(CC(=O)Nc2ccccc2)n1	10	164	-6	99	105	6%	-10	164	-13%
40	CN1CCc2c(sc3c2c(=O)n(-c2ccccc2)c2n[nH]c(=S)n32)C1	15	156	.	.	.	7%	-15	156	6%

In a second layout: 2 of the compounds above
39) Cc1cc(C)n(CC(=O)Nc2ccccc2)n1
40) CN1CCc2c(sc3c2c(=O)n(-c2ccccc2)c2n[nH]c(=S)n32)C1
Screen / compound no. | 39 | 40
NFkB transloc pot | 10 | 15
NFkB transloc pot cell count 2 µM | 164 | 156
MRP reversal | -6 | .
MRP reversal cytotoxicity | 99 | .
MRP reversal with doxorubicin | 105 | .
PLAP inhibitors HTS | 6% | 7%
NFkB transloc inh | -10 | -15
NFkB transloc inh cell count 2 µM | 164 | 156
Bcl-B TR3 displacers | -13% | 6%

The listing continues.
item	SMILES	NFkB transloc pot	NFkB transloc pot cell count 2 µM	MRP reversal	MRP reversal cytotoxicity	MRP reversal with doxorubicin	PLAP inhibitors HTS	NFkB transloc inh	NFkB transloc inh cell count 2 µM	Bcl-B TR3 displacers
41	CCCN(C(=O)c1ccccc1N)c1c(C)n(C)n(-c2ccccc2)c1=O	2	145	-2	104	106	-7%	-2	145	-12%
42	Cc1ccccc1-c1cc(-c2ccccc2O)on1	2	154	.	.	.	-2%	-2	154	-1%
43	COc1ccc(CNC(=O)C(C)OC(=O)c2cccn2C)cc1 (configuration not stated)	.	.	-5	97	102	-7%	.	.	2%
44	CC(=O)Oc1ccc(N(C(C)=O)S(=O)(=O)c2cccs2)c2ccccc12	-7	138	-2	1	3	1%	7	138	2%
45	COc1ccc(-n2c(SCC(=O)Nc3ccccc3)nc3c(c2=O)SCC3)cc1	0	126	10	80	70	-14%	0	126	0%
46	COc1ccc(NC2=NC(=S)N(c3ccc(C)cc3)C23CCCCC3)cc1	7	146	.	.	.	20%	-7	146	2%
47	C1CCC(c2nn3c(-c4n[nH]c5c4CCC5)nnc3s2)CC1	15	124	-3	58	61	-128%	-15	124	44%
48	CCN(CC)C(=O)c1sc(N)c(C(=O)OC(C)C)c1C	-1	170	4	88	84	.	1	170	.
49	CN1CCN(S(=O)(=O)c2cccc(C(=O)N(c3ccccn3)C3CCCCC3)c2)CC1	-2	105	1	90	89	-44%	2	105	2%
50	O=C(NC1=NCCS1)c1sc2ccccc2c1Cl	-11	172	.	.	.	-4%	11	172	-2%
51	Cc1noc(C)c1CSCC(=O)N1CCN(c2ccc(F)cc2)CC1	38	130	16	99	83	-64%	-38	130	-18%
52	CCn1c(COc2ccccc2C)nnc1SCC(=O)NCc1ccccc1	10	156	2	94	92	-36%	-10	156	5%
53	Cc1cc(C)n(S(=O)(=O)/C=C/c2ccccc2)n1	1	122	0	1	2	-3%	-1	122	-2%
54	COC(=O)C(=Cc1ccc(OCc2ccc([N+](=O)[O-])cc2)c(OC)c1)C(=O)OC	-9	113	.	.	.	14%	9	113	2%
55	O=[N+]([O-])c1cc(-c2n[nH]c(-c3ccccc3)n2)cc([N+](=O)[O-])c1	-9	141	.	.	.	3%	9	141	4%
56	Cc1nc(SCC(=O)c2c(C)[nH]c3ccccc23)c2c(=O)n(C)c(=O)n(CC(C)C)c2n1	.	.	-42	39	82	-3%	.	.	11%
57	COc1cccc(OC)c1/C(O)=C(\C#N)c1nc2ccccc2[nH]1	-1	85	-26	27	52	-58%	1	85	-20%
58	CCOC(=O)NC(=O)CSc1nc2ccc(OCC)cc2[nH]1	2	155	-2	86	88	-59%	-2	155	-2%
59	N#Cc1cc(N)c(Nc2ccccc2)cc1C#N	-7	190	-12	104	116	2%	7	190	-5%
60	CNS(=O)(=O)c1cccc(C(=O)Nc2cccnc2)c1	-13	199	.	.	.	19%	13	199	4%
61	Cc1ccc(C)c(C(=O)NC2CC(C)(C)NC(C)(C)C2)c1	-2	99	-7	92	99	9%	2	99	-2%
62	CCn1ccnc1C(O)c1ccc(N(C)C)cc1 (configuration not stated)	21	67	8	92	84	22%	-21	67	-5%
63	CC(C)c1nc(SCC(=O)Nc2ccc3c(c2)OCO3)n[nH]1	-7	127	-5	78	83	-1%	7	127	6%
64	Cc1ccc(C(=O)/C=C/c2ccc3c(c2)OCO3)o1	7	136	.	.	.	15%	-7	136	-1%
65	CN=C1SC(CC(=O)Nc2ccc(N3CCOCC3)cc2)C(=O)N1C (configuration not stated)	21	111	-13	74	87	4%	-21	111	-9%

Assay outcomes deposited in PubChem BioAssay by several laboratories.
